FUS yeast rescue = qHTS for Suppressors of FUS Proteinopathy: Primary screen using FUS-linked yeast assay. AID 1347120, 2019. 390,000 tested, 0.24% active. Potency, µM (top dose mostly 76.6 µM), inactives show at the top dose growth rescue (activation), most hits filed as activators. S. cerevisiae FUS-expressing, growth rescue, OD600, 24 h;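 further: potency means the concentration at half of the fitted maximal effect; plate controls were DMSO vehicle for no effect and reference control for full effect; nearly all actives have a fitted effect of over 55% in size; some results filed as inactive show a strong effect at the top dose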
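Steps: raffinose overnight preculture; dilution to OD 0.005 in 2% galactose minimal medium; compound addition (concentration series); 24hr at 30C, 99% humidity; absorbance read at 600 nm.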
EPAC2 agonist = qHTS for Agonist of cAMP-regulated guanine nucleotide exchange factor 4 (EPAC2): primary screen | EPAC2 activation, biochemical qHTS; response scale: 100% = 6.5 mM cAMP response | Potency, µM (series often up to 154 µM), without a hit: at the highest dose activation, actives largely listed as activators | 360,000 tested, 0.079% active | AID 720711, 2013; further: potency means the concentration at half of the fitted maximal effect; nearly all actives have a fitted effect of over 50% in size
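Nucleotide exchange monitored as fluorescence drop when BODIPY-GDP leaves Rap1B. Reaction: 100 nM EPAC2, 250 nM RAP1B-BODIPY-GDP, 50 uM GDP, room temperature, kinetic read over 30 min. Activity expressed relative to 6.5 mM cAMP.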
D3 ag = qHTS of D3 Dopamine Receptor Agonist: qHTS | max activation, % | 410,000 tested, 0.58% active | D3R DiscoveRx beta-arrestin cells, luminescence, 90 min; in the data active means max activation above about 30%; further: 0% is about no effect; mostly tested at two doses, the higher about 12 µM
Target sequence (P35462 whole entry, looked up): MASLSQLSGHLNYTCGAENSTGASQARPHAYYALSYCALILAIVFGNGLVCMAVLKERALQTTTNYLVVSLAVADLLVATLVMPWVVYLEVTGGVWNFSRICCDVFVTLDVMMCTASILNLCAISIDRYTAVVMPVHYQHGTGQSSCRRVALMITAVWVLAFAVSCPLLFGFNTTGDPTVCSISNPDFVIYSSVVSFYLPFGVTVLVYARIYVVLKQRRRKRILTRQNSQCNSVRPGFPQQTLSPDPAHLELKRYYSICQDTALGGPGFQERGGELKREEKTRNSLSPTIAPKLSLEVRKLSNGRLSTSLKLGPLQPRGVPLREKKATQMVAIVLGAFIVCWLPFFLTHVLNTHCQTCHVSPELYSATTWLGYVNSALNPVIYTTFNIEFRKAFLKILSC
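Cells at 1500/well, incubated overnight, then treated with pinned compounds (dopamine as control) for 90 min at 37 degrees C. DiscoveRx reagent added for 30 - 60 minutes at room temperature; luminescence read.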
aSyn rescue = qHTS of alpha-syn Inhibitors. Yeast expressing alpha-synuclein, growth rescue, BacTiter-Glo, 24 h. Potency, µM (highest dose often 46.1 µM), inactives show at the top dose growth rescue (activation), most hits filed as activators. 370,000 tested, 0.14% active; further: potency means the concentration at half of the fitted maximal effect; % of control where 0% means no effect; nearly all actives have a fitted effect of over 65% in size
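Readout is rescue of growth in alpha-synuclein-expressing yeast, so inhibitors of toxicity appear as activators. Growth after 24 hr at 30 deg C in galactose medium is quantified by luminescence.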
EPAC2 antagonist = qHTS for Antagonist of cAMP-regulated guanine nucleotide exchange factor 2 (EPAC2): primary screen; Potency, µM (doses to about 114 µM), for inactives: at the highest dose activity, negative = inhibition, actives largely listed as inhibitors; EPAC2 GEF exchange of Rap1B-BODIPY-GDP, fluorescence; 360,000 tested, 0.18% active; Rap guanine nucleotide exchange factor 4 (Homo sapiens), Q8WZA2; further: potency means the concentration at half of the fitted maximal effect; on the % scale 0 is the no-effect control and ±100 the full control effect; nearly all actives have a fitted effect of over 45% in size; many of its hits are not listed in these tables
D3 antag = qHTS of D3 Dopamine Receptor Antagonist: qHTS; D(3) dopamine receptor (Homo sapiens), P35462; 360,000 tested, 2.5% active; D3R cells, DiscoveRx beta-arrestin luminescence, antagonist mode; hits give low values; max response, negative = inhibition, %; in the data active means max response below about -50%; inconclusive means no clear call, values can overlap the other calls; further: on the % scale 0 is the no-effect control and ±100 the full control effect; mostly tested at two doses, the higher about 12 µM
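Cells expressing the human receptor were seeded at 1500 cells/well, incubated overnight at 37 degrees C in 5% CO2, then exposed to library compounds with dopamine controls for 90 minutes at 37 degrees C before luminescent detection.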
TDP43 rescue = qHTS of TDP-43 Inhibitors. TDP-43 expressing yeast growth rescue, BacTiter-Glo, 24 h. Potency, µM (titrated, usually from 46.1 µM), for inactives: top-dose growth rescue (activation), actives largely listed as activators. 410,000 tested, 1.8% active. AID 652104, 2013; further: potency means the concentration at half of the fitted maximal effect; % of control where 0% means no effect; nearly all actives have a fitted effect of over 50% in size
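Galactose-induced TDP-43 yeast, OD600=0.02, compound pinned; 24 hr, 30 deg C; BacTiter-Glo luminescence for growth. Inhibitors of TDP-43 toxicity read as activators.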
Abeta yeast res = qHTS for compounds that reverse cellular toxicity of Amyloid beta (A-beta) peptide in yeast: Primary Screen. yeast expressing A-beta42, growth rescue, OD600, 48 h; response scale: 0% DMSO, 100% iron-clioquinol control. Potency, µM (highest dose often 46.1 µM), inactives show at the top dose growth rescue, usual class: activators. 410,000 tested, 0.063% active. AID 1347071, 2019; further: potency means the concentration at half of the fitted maximal effect; nearly all actives have a fitted effect of over 55% in size
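Growth rescue measured by 600 nm absorbance after 48 h yeast culture at 30 C with compound. Values normalized between DMSO and an equimolar ferric chloride plus clioquinol control.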
An asterisk follows results filed as active; ? = inconclusive; . = no result given; [ ] = another dose, or the depositor's remark. Unless noted, the call rests on the fitted dose curve; in most records, active means well fitted curve in the direction sought with a large enough effect; inconclusive means small, poorly fitted or top-dose-only effect, or another doubt; inactive means no such curve, though single readings can be large; an effect the other way counts as inactive or inconclusive. A portion of the library, so the mix of outcomes need not match the whole.

SMILES | FUS yeast rescue | EPAC2 agonist | D3 ag | aSyn rescue | EPAC2 antagonist | D3 antag | TDP43 rescue | Abeta yeast res
COC(=O)C1=C(C(=O)OC)[C@@H]2N(C)c3ccc(OC)cc3[C@@]23C[C@@H](C(=O)OC)N(C(=O)NC2CCCCC2)C3=N1 | ? | 3.0% | -16.3 | 0.3% | 0.5% | 0.0 | -20.5% | -7.9%
O=c1c2c(-c3cccs3)csc2ncn1-c1ccccc1 | 10.7% | 7.9% | -9.0 | 17.4% | -2.6% | -0.5 | ? | -4.6%
Clc1ccc(/C=N/c2c(-c3ccco3)nc3ccccn23)cc1 | 28.0% | -7.9% | 7.2 | -16.7% | -3.0% | 2.6 | -16.2% | -6.6%
C/C(=N\NC(=O)c1nn(C)cc1Br)c1ccc(NC(=O)c2ccncc2)cc1 | -0.8% | 10.9% | -0.8 | 0.3% | 4.3% | 10.2 | 9.2% | 8.6%
Cc1cccc2nc(-c3ccco3)oc(=O)c12 | 27.7% | 12.5% | 10.5 | 12.2% | 4.3% | -3.2 | -15.7% | -10.4%
Cc1nc([N+](=O)[O-])cn1CC(=O)c1ccccc1 | -11.5% | 3.3% | 2.4 | -3.3% | -1.0% | 4.7 | -12.1% | 6.4%
COc1ccc(NC(=O)c2cc(-c3ccccc3)oc2C)cc1 | . | 10.2% | 0.4 | 0.8% | -4.0% | 7.5 | 9.2% | 14.2%
CC(C)[C@H](CO)Nc1nc(NCc2ccc(S(N)(=O)=O)cc2)c2ncn(C(C)C)c2n1 | -8.9% | 5.4% | 6.4 | -1.7% | 8.1% | -26.1 | -1.4% | -0.8%
Nc1nc2ccccc2n1CCOc1ccc(F)cc1 | -9.7% | -0.4% | -1.4 | 7.5% | 5.7% | 3.0 | 20.3% | 1.4%
C/C(=N/NC(=O)C1CC1(c1ccccc1)c1ccccc1)c1cccs1 (stereo not given) | -23.6% | 9.4% | 0.9 | 10.6% | 26.8% | -2.7 | 15.3% | 5.5%
CCN(CC(=O)NCc1cccs1)c1ccc(S(=O)(=O)N2CCCC2)cn1 | 0.7% | 8.4% | -2.5 | 6.5% | -4.5% | 13.5 | 14.7% | -2.4%
CCC(C)C(=O)Nc1nc(C)c(-c2csc(Nc3ccccc3OC)n2)s1 (stereo not given) | ? | 10.8% | -13.5 | 0.1% | 7.5% | 3.6 | -1.9% | -13.2%
CSc1nc(N2CCN(C)CC2)c2c(c1C#N)CC(C)(C)OC2 | -1.6% | 7.7% | -12.0 | -4.0% | 13.5% | -24.2 | 13.0% | 1.4%
CCOC(=O)C(Cc1ccccc1)NC(C)=O (stereo not given) | -7.8% | 3.5% | -2.7 | -4.5% | -3.6% | -8.9 | -8.5% | -1.1%
COc1ccc(N(C(=O)c2ccccc2OC(C)=O)C(C)C2CC2)cc1 (stereo not given) | 38.1% | -15.4% | 0.7 | 4.6% | 9.4% | 16.0 | 0.7% | 21.1%
O=c1cc(NCCCO)c2ccccc2o1 | 14.5% | 1.7% | 4.0 | -0.9% | -2.9% | -3.0 | -11.7% | 7.6%
O=C(CN1C(=O)C2CCCCC2C1=O)Nc1nc(-c2ccc(F)cc2)cs1 (stereo not given) | -2.1% | 4.0% | 3.0 | -0.7% | 6.1% | 7.5 | -13.7% | -14.5%
Cc1ccc(OCCCCn2ccnc2C)c(C)c1 | 0.6% | 2.2% | -1.0 | 2.4% | 4.8% | 2.8 | -23.5% | 1.9%
CC(=O)c1ccc(OCC(O)COc2ccc(C(C)=O)cc2)cc1 | 7.6% | 4.9% | 0.1 | 8.2% | 8.8% | -13.6 | -12.8% | -0.4%
Cn1c(N)c(C(=O)COC(=O)CCc2c[nH]c3ccccc23)c(=O)n(C)c1=O | -7.4% | 9.4% | 4.3 | 0.8% | 10.0% | 27.6 | -4.0% | -7.1%
CCOc1ccc(C(=O)CN2C(=O)NC3(CCCc4ccccc43)C2=O)cc1 (stereo not given) | 21.8% | 7.6% | 7.4 | 10.2% | 1.6% | -4.7 | ? | 2.5%
COc1ccc2cc(C(=O)NCc3ccco3)c(=Nc3ccc(C(=O)O)cc3)oc2c1 | ? | 9.3% | -2.8 | 2.0% | -4.2% | -8.5 | 16.2% | -5.5%
Nn1c(SCC(=O)Nc2nnc(-c3ccccc3)o2)nnc1C1CC1 | 17.1% | 6.6% | -13.0 | -1.9% | -3.1% | -26.6 | -19.9% | -7.2%
CCOc1ncccc1C(=O)Nc1cccc(-c2nnc3n2CCCCC3)c1 | 10.5% | 2.2% | 14.5 | -6.8% | 1.9% | 29.7 | . | 1.4%
O=C(O)CCCCCn1c(SCc2cc(=O)n3ccccc3n2)nc2ccsc2c1=O | . | 14.8% | 12.6 | -0.9% | -1.2% | 15.5 | -3.6% | 5.6%

Continuation:
SMILES | FUS yeast rescue | EPAC2 agonist | D3 ag | aSyn rescue | EPAC2 antagonist | D3 antag | TDP43 rescue | Abeta yeast res
O=C(Nc1cccc(Cl)c1)C1C2C=CC3(O2)C1C(=O)N(CCN1CCCCC1)C3C(=O)NC1CCCCC1 (stereo not given) | 14.2% | 4.8% | -4.3 | 5.0% | -0.5% | 11.0 | -1.5% | 8.2%
COc1ccccc1NC(=O)CSc1nnc(C2CCCCC2)n1N | 6.7% | 6.3% | -4.1 | -1.8% | 4.3% | -13.4 | 1.7% | -14.3%
O=C(CSc1ccccc1Cl)N1CCOCC1 | -12.1% | 3.3% | 1.8 | 0.2% | 4.6% | 5.6 | 23.0% | -19.8%
O=C(COC(=O)c1ccc(Br)o1)NCC1CCCO1 (stereo not given) | 17.8% | 5.5% | 11.4 | -8.8% | 7.9% | 17.0 | -19.3% | -7.7%
COc1cc(/C=N/NC(=O)C2C3CCCCC32C)cc(Br)c1O (stereo not given) | 23.0% | -2.7% | -3.7 | 9.4% | 3.9% | 6.6 | -11.9% | 10.6%
CC(C)n1cnc2c(Nc3cccc(F)c3)nc(NCCO)nc21 | -5.5% | 5.7% | -9.1 | 1.8% | -4.2% | ? | -7.3% | -2.9%
CC1CN(Cc2nc3c(c(=O)[nH]c(=O)n3C)n2CCCc2ccccc2)CC(C)O1 (stereo not given) | . | 12.6% | 6.5 | 4.0% | 3.3% | 0.2 | 16.4% | 7.7%
COCCNc1nc(NCc2ccc(NC(C)=O)cc2)c2sccc2n1 | -34.1% | 2.5% | 11.7 | -0.2% | 8.9% | 23.6 | 0.2% | -6.3%
CCN(CC(=O)Nc1c(F)cccc1F)C(=O)c1ccc(COc2ccccc2)o1 | 12.2% | 2.9% | -17.2 | -15.7% | -13.0% | -24.8 | 15.5% | 12.1%
Nc1ncnc2c1cnn2-c1ccccc1 | -6.3% | -2.1% | 24.9 | 27.1% | 7.5% | 12.8 | 19.6% | 12.4%
Cn1nccc1C(=O)c1ccc(Cl)cc1 | -19.1% | -15.6% | -4.4 | 8.1% | -3.8% | -9.2 | 13.5% | 1.6%
Cc1ccccc1-c1cc(C(=O)NCc2cccc(C(F)(F)F)c2)nn1CC1CC(c2cccc([N+](=O)[O-])c2)=NO1 (stereo not given) | ? | 0.1% | -5.7 | 6.5% | -23.1% | -16.8 | 7.2% | 3.8%
CCN(c1ccc(OC)cc1)S(=O)(=O)c1nnc(NC(=O)CC(C)C)s1 | -18.8% | 2.2% | -5.5 | -3.2% | 3.4% | -16.5 | 1.6% | -8.0%
CN(c1ccc(C(=O)NCc2ccco2)cc1)S(C)(=O)=O | 8.2% | 5.8% | -3.9 | -0.8% | 8.5% | -11.0 | -9.3% | 6.4%
COC(=O)c1ccc(COC(=O)Cc2n[nH]c(=O)c3ccccc23)cc1 | 8.3% | 2.3% | 0.8 | -1.1% | -4.1% | 1.0 | -3.6%[9.22 µM] | -5.4%
CC(=O)c1c(C)[nH]c(C(=O)N2CC(C)CC(C)C2)c1C (stereo not given) | 12.4% | 3.8% | -1.6 | -2.0% | -5.6% | 1.7 | 11.9% | 12.7%
CCc1ccccc1NCc1cc(=O)oc2cc(C)ccc12 | 0.0% | 4.4% | -5.0 | -1.3% | -8.7% | 15.4 | -10.5% | 9.8%
COc1ccccc1N1CCN(C(=O)CCS(=O)(=O)c2cc(Br)cc3c2N(C(=O)C2CC2)CC3)CC1 | 36.7% | . | 4.0 | . | . | . | 18.9% | 2.8%
Cc1cccc(C(=O)Nc2ccc(NC(=O)Cc3ccc(Cl)cc3)cc2)c1 | . | -1.2% | 1.5 | 1.1% | -0.7% | 0.8 | 23.0% | 8.7%
CC(NC(=O)c1ccc(CS(=O)(=O)c2ccc(Cl)cc2)o1)c1ccc2c(c1)OCCO2 (stereo not given) | . | 8.4% | 4.5 | 5.9% | 9.2% | 47.5 | -3.7% | 25.0%
CSc1nc(N)c2c(n1)OC(N)=C(C#N)C2c1cccnc1 (stereo not given) | -10.9% | 13.8% | 7.7 | -4.4% | 12.8% | -3.1 | 4.2% | -2.0%
COc1ccc(OC)c(NC(=O)CSc2nc3cccnc3n2C)c1 | 5.3% | 1.7% | -0.4 | -2.8% | -1.0% | 18.3 | 12.6% | -5.6%
Cc1c(NC(=O)c2cccc3c(Cl)cccc23)cccc1-c1nc2ccccc2o1 | -2.2% | . | 5.3 | . | . | . | 13.6% | -19.9%

Grouped by structure, the entries above containing bromine (4)
SMILES | FUS yeast rescue | EPAC2 agonist | D3 ag | aSyn rescue | EPAC2 antagonist | D3 antag | TDP43 rescue | Abeta yeast res
C/C(=N\NC(=O)c1nn(C)cc1Br)c1ccc(NC(=O)c2ccncc2)cc1 | -0.8% | 10.9% | -0.8 | 0.3% | 4.3% | 10.2 | 9.2% | 8.6%
O=C(COC(=O)c1ccc(Br)o1)NCC1CCCO1 (stereo not given) | 17.8% | 5.5% | 11.4 | -8.8% | 7.9% | 17.0 | -19.3% | -7.7%
COc1cc(/C=N/NC(=O)C2C3CCCCC32C)cc(Br)c1O (stereo not given) | 23.0% | -2.7% | -3.7 | 9.4% | 3.9% | 6.6 | -11.9% | 10.6%
COc1ccccc1N1CCN(C(=O)CCS(=O)(=O)c2cc(Br)cc3c2N(C(=O)C2CC2)CC3)CC1 | 36.7% | . | 4.0 | . | . | . | 18.9% | 2.8%

Screens from PubChem.
